IL1B secr inh = blocks inflammasome-driven IL-1 beta release | THP-1 LPS/ATP IL-1B secretion, AlphaLISA, 16 h; stronger effect = lower value | activity change, % at 57.5 µM | 360,000 compounds, 4.7% hits; in the data active means activity change below about -50%; inconclusive means mostly about -30% to -49%; further: on the % scale 0 is the no-effect control and ±100 the full control effect
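THP-1 cells pretreated 1 hr with compounds (up to 57.5 uM final), then stimulated with LPS (250 ng/mL final) plus ATP (1.25 mM final); secreted IL-1B measured by AlphaLISA after 16 hr, decreased signal indicating inhibition.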
SW480 rereplic = induces DNA re-replication in SW480 colon adenocarcinoma cells. SW480 DNA re-replication, Hoechst DNA content imaging, 48 h. 340,000 compounds, 1.8% hits. Potency, µM (highest dose often 46.1 µM), without a hit: top-dose re-replication activation, actives largely listed as activators. AID 624297; further: potency means the concentration at half of the fitted maximal effect; % of control where 0% means no effect; nearly all actives have a fitted effect of over 55% in size
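Cells (250 per well) received 23 nL compound or DMSO by pin tool and were kept 48 hr at 37 C, 5% CO2. Nuclei were then stained with Hoechst for 40 min and scanned for DNA content.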
MCF10A rereplic = inducers of DNA re-replication in MCF 10A breast cells; 350,000 compounds, 2.9% hits; MCF 10A DNA re-replication, Hoechst nuclear intensity, 48 h; Potency, µM (series often up to 46.1 µM), for inactives: top-dose activity, positive = re-replication, hits mostly activators; further: potency means the concentration at half of the fitted maximal effect; % of control where 0% means no effect; nearly all actives have a fitted effect of over 50% in size
HT1080-NT tox = kills 2HG-producing HT-1080-NT fibrosarcoma cells; HT-1080-NT fibrosarcoma viability, CellTiter-Glo ATP luminescence, 48 h; Potency, µM (highest dose often 46.1 µM), inactives show at the top dose activity, negative = less viability, most hits filed as cytotoxic; 360,000 compounds, 1.6% hits;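 further: NT is the 2HG producing partner of a matched IDH1 knockdown line; potency means the concentration at half of the fitted maximal effect; 0% = DMSO-treated cells and -100% = media-only wells without cells; nearly all actives have a fitted effect of over 55% in size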
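Compounds were tested in concentration-response format on HT-1080-NT cells for 48 hours at 37 degrees C. Cell viability came from CellTiter-Glo luminescence; curves were classified by r2, response magnitude and activity.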
D3 ag = D3 dopamine receptor (human) agonism; max activation, %; D3R DiscoveRx beta-arrestin cells, luminescence, 90 min; AID 652048; 410,000 compounds, 0.58% hits; P35462; in the data active means max activation above about 30%; further: 0% is about no effect; mostly tested at two doses, the higher about 12 µM
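Cells at 1500/well, incubated overnight, then treated with pinned compounds (dopamine as control) for 90 min at 37 degrees C. DiscoveRx reagent added for 30 - 60 minutes at room temperature; luminescence read.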
KB-V1 MDR tox = kills drug-selected multidrug resistant KB-V1 cells; KB-V1 MDR cells viability, CellTiter-Glo, 72 h; AID 1347076; 400,000 compounds, 3.4% hits; Potency, µM (highest dose often 46.1 µM), inactives show top-dose activity change, negative = cytotoxicity, actives largely listed as cytotoxic; further: potency means the concentration at half of the fitted maximal effect; on the % scale 0 is the no-effect control and ±100 the full control effect; nearly all actives have a fitted effect of over 60% in size
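Readout: CellTiter-Glo luminescence, 10 min after addition. Cells: KB-V1 MDR subline, 72 h at 37 degrees C with compound. Analysis: corrected, normalized data fitted to concentration-effect curves.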
HEK293 tox = cytotoxicity counter-screen for GLP-1 receptor inverse agonists. HEK293 cAMP-luciferase reporter cells, luminescence, 24 h. Potency, µM (highest dose often 38.3 µM), for inactives: top-dose activity change, negative = inhibition, most hits filed as inhibitors. 410,000 compounds, 0.13% hits. AID 624418;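 further: loss of luciferase light is scored as toxicity; potency means the concentration at half of the fitted maximal effect; on the % scale 0 is the no-effect control and ±100 the full control effect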
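Here, cytotoxicity is scored as loss of luminescence. The MLSMR collection was tested on cells seeded in medium containing 10% Nu serum, with a 24 hr compound exposure preceded by 12 hours of culture.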
KB-3-1 tox = KB-3-1 parental cell cytotoxicity; KB-3-1 viability, CellTiter-Glo ATP luminescence, 72 h; Potency, µM (series often up to 46.1 µM), for the others: at the highest dose activity change, negative = cytotoxic, usual class: cytotoxic; 400,000 compounds, 1.4% hits; AID 1347075; further: potency means the concentration at half of the fitted maximal effect; on the % scale 0 is the no-effect control and ±100 the full control effect; nearly all actives have a fitted effect of over 60% in size
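Cytotoxicity measured as CellTiter-Glo luminescence after 72 h at 37 C. Compound titrations were pinned onto drug-naive KB-3-1 parental adenocarcinoma cells grown in DMEM with 10% FBS, and normalized data fitted to concentration-response curves.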
HT1080 IDH1KD tx = toxicity to HT-1080 IDH1 knockdown cells (counter line); Potency, µM (series often up to 46.1 µM), for inactives: at the highest dose activity, negative = toxicity, hits mostly cytotoxic; AID 686971; 360,000 compounds, 2% hits; HT-1080 IDH1 knockdown viability, ATP luminescence, 48 h;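 further: potency means the concentration at half of the fitted maximal effect; 0% = DMSO wells and -100% = cell-free medium wells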
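% activity derives from luminescence (CellTiter-Glo), normalised to DMSO and no-cell wells. HT-1080-IDH1KD cells, 750/well, had 48 h compound exposure at 37 °C.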
* marks the source's active call; other numbers are inactive results; u = inconclusive; x = no result given; [ ] = remark or other dose. Unless noted, the call rests on the fitted dose curve; in most records, active means well fitted curve in the direction sought with a large enough effect; inconclusive means small, poorly fitted or top-dose-only effect, or another doubt; inactive means no such curve, though single readings can be large; an effect the other way counts as inactive or inconclusive.

entry	molecule	MCF10A rereplic	SW480 rereplic	KB-3-1 tox	HT1080-NT tox	KB-V1 MDR tox	IL1B secr inh	D3 ag	HEK293 tox	HT1080 IDH1KD tx
1	Cc1c([N+](=O)[O-])c([N+](=O)[O-])nn1CC(=O)NCc1cccnc1	-3%	-1%	-11%	1%	6%	0	-5	15%	6%
2	CC(NC(=O)C(C)N1C(=O)c2ccccc2C1=O)c1ccccc1 (configuration not stated)	0%	-9%	13%	15%	-16%	4	3	16%	-3%
3	CCCCc1nn2c(=O)cc(COC(=O)C(C)Oc3ccccc3)nc2s1 (configuration not stated)	x	x	2%	x	0%	x	-7	0%	x
4	CCOC(=O)Nc1ccc2ncn(C)c(=O)c2c1	-1%	-3%	12%	-5%	24%	9	1	0%	-18%
5	Cc1cc(NS(=O)(=O)c2ccc(NC(=O)C(c3ccccc3)c3ccccc3)cc2)no1	0%	-10%	-2%	-6%	-12%	-11	-2	u	7%
6	Cc1ccc(C)c(NC(=O)CN(C)C(=O)[C@@H](NC(N)=O)C(C)C)c1	-3%	0%	24%	11%	29%	2	18	-3%	27%
7	COc1ccc(S(=O)(=O)Nc2ccccc2C(=O)NC(C)C)cc1OC	-4%	-3%	-7%	10%	-11%	6	3	-1%	10%
8	C=CCN(CC=C)c1cnn(-c2nc3ccccc3[nH]2)c(=O)c1Cl	29%	13%	3%	3%	4.1µM*	u	2	4%	-12%
9	CSc1ccc(C#N)cc1NC(=O)c1ccc(Cl)cc1Cl	-4%	u	-7%	1%	u	-5	-3	-3%	1%
10	O=C1CC(c2ccccc2)Oc2cc(O)ccc21 (configuration not stated)	22%	-5%	-5%	-1%	33%	-27	-3	5%	-22%
11	CN(CC(=O)Nc1ccccc1Cl)C(=O)c1ccc(COc2ccccc2)cc1	4%	2%	-15%	-4%	u	-22	3	3%	-14%
12	CCn1c(O)c(C=Nc2ccccc2)n(-c2ccccc2)c1=S	3%	17%[9.22 µM]	5.8µM*	-15%	u	-5	-6	-5%	u
13	C=C(C)c1cccc(C(C)(C)NC(=O)Nc2cc(C)ccc2OC)c1	12%	6%	-10%	-2%	8.2µM*	11	0	9%	-1%
14	COc1cccc(Nc2c(F)c(OC)c(F)c(F)c2C(=O)O)c1	-1%	-8%	-15%	13%	-1%	26	9	4%	6%[9.24 µM]
15	O=C(C(=O)N1CCc2ccccc2C1)c1cn(CC(=O)N2CCCC2)c2ccccc12	-1%	2%	-9%	-14%	-7%	14	-18	4%	-7%
16	CC(=O)N1c2ccc(S(=O)(=O)N3CCC(C(=O)N4CCN(c5ccccc5)CC4)CC3)cc2CC1C (configuration not stated)	0%	-48%	-14%	-16%	-1%	-11	8	6%	-8%
17	CCOc1ccc(/C=N/Nc2ccccn2)cc1OC	1%	-4%	-2%	-12%	u	-4	-14	16%	-10%
18	O=C(Nc1ccc(S(=O)(=O)Nc2ncccn2)cc1)c1ccccc1NS(=O)(=O)c1ccc(Cl)cc1	-6%	-5%	3%	1%	8%	27	2	2%	-10%
19	CCOC(=O)N1CCC(NC(=O)c2ccc3c(c2)N=C(CC)c2cc(C)ccc2S3)CC1	u	u	7.3µM*	u	u	28	-5	u	5.8µM*
20	COC(=O)c1ccccc1NC(=O)CSc1ncccn1	-5%	-6%	-7%	-3%	-10%	23	5	-4%	-5%
21	CCOc1ccc(Sc2cc(C(=O)NCc3ccc(C)cc3)c3ccccc3n2)cc1	x	x	-2%	x	18%	x	0	24%	x
22	COc1cc(SC)ccc1C(=O)Nc1ccc(Cl)cn1	-35%[inhibitor]	-114%	u	4%	13µM*	u	8	5%	6%
23	CCOC(=O)Nc1cccc(OCC(=O)Nc2ccccc2OC)c1	28%	1%	0%	8%	21µM*	-12	0	-6%	-2%
24	Nc1c(C=C2C=CC(=O)C=C2)c(=O)nc2sc(CC(=O)N3CCCCC3)nn12	0%	-6%	-1%	2%	-18%	-22	12	0%	-1%
25	COc1ccc(-c2nc3cc(C)ccn3c2NC(=O)c2c(F)cccc2Cl)cc1	u	-8%	-7%	-2%	-24%	8	3	6%	-4%
26	COc1ccc(-c2csc(/C(C#N)=C\c3ccc(O)c([N+](=O)[O-])c3)n2)cc1OC	14%	-4%	-2%	1%	-8%	11	3	-3%	u
27	O=C1NC(=O)/C(=C/c2ccc(-c3cc(C(=O)O)ccc3Cl)o2)S1	u	-2%	-1%	-27%	13%	-11	-5	0%	-21%
28	CC(=O)C1(C)N(O)C(C)(C)C(c2ccco2)=[N+]1[O-] (configuration not stated)	2%	-15%	-2%	3%	8%	41	23	12%	3%
29	Cc1cccc(Cn2c(=O)n(CCc3ccccc3)c(=O)c3c(C)c(C)sc32)c1	x	x	-6%	x	13%	x	-8	1%	x
30	COc1ccc(N2CCN(C(=O)c3cc(-c4cc(OC)ccc4OC)nc4ccccc34)CC2)cc1	0%	17%	u	-8%	u	16	4	u	-19%
31	CC1CN(c2ccc(NC(=S)NNCCC#N)cc2)CC(C)O1 (configuration not stated)	1%	-42%[inhibitor]	21%	16%	-4%	-6	-3	9%	12%
32	CC1CCC(NC(=O)c2nn(C)c3c2CSc2ccccc2-3)CC1 (configuration not stated)	u	u	u	13%	-20%	0	6	-4%	16%
33	Cc1ccc(C(=O)Cn2nnc(-c3ccccc3)n2)cc1	0%	-10%	-1%	14%	1%	-22	-21	13%	18%
34	Cc1c(Cl)cccc1NC(=O)CN1C(=O)COc2ccc(S(=O)(=O)Nc3ccccc3)cc21	x	x	-9%	x	0%	x	-7	-14%	x
35	COc1ccc(OC)c(S(=O)(=O)N2CCC(C(=O)NCCc3ccc(OC)c(OC)c3)CC2)c1	14%	2%	0%	-4%	4%	-5	2	52%[activator]	0%
36	O=c1[nH]ncc2c3ccccc3n(Cc3cccc(Cl)c3)c12	u	0%	-16%	-26%	u	52	-5	-5%	-20%
37	CC(NC(=O)CCNC(=O)c1ccc(C(C)(C)C)cc1)c1ccccc1 (configuration not stated)	20%	-11%	6%	16%	-19%	-4	-17	-8%	4%
38	CCn1c(CSc2nc(C)cc(C)n2)nnc1SCC(=O)N1CCCc2ccccc21	2%	-9%	11%	7%	21µM*	-9	5	-6%	-3%
39	COc1ccc([N+](=O)[O-])cc1N(CC(=O)NC1CCCCC1)S(C)(=O)=O	1%	-5%	10%	1%	-5%	-5	4	4%	20%
40	CCc1nnc(NC(=O)CSCc2cc(=O)c3ccc(C)cc3[nH]2)s1	x	x	7%	x	u	x	-2	-15%	x
41	Cc1ccccc1S(=O)(=O)Cc1ccc(C(=O)NCCCN2CCN(C)CC2)o1	0%	0%	1%	1%	17%	13	0	-13%	0%
42	COc1ccccc1CNC(=O)C1CCCN(S(=O)(=O)c2ccc3c(c2)CC(C)N3C(C)=O)C1 (configuration not stated)	20%	-25%	0%	-14%	0%	-6	1	-2%	-5%
43	CC(C)=CC(=O)OCC(=O)Nc1cc([N+](=O)[O-])ccc1F	-3%	x	4%	16%	-1%	-8	-2	2%	12%
44	S=c1[nH]nc(Cc2cccc3ccccc23)o1	3%	-2%	1%	-5%	-15%	25	-3	19%	-8%
45	CN(C)c1cc[n+](CC(=O)Nc2ccc(Cl)c([N+](=O)[O-])c2)cc1	u	3%	6.5µM*	-21%	23%	-7	-23	-8%	u
46	C=CCn1c(SCC(=O)N2CCOCC2)nc2scc(-c3ccco3)c2c1=O	18%	11%	-11%	-8%	u	-29	-2	14%	-7%
47	COc1cc2c(cc1OC)C(c1ccc([N+](=O)[O-])cc1)NCC2 (configuration not stated)	-2%	3%	-29%	-10%	0%	-10	-3	4%	1%
48	CCOC(=O)c1c(C)n(C)c2c1cc(OC(C)=O)c1ccccc12	-5%	-6%[9.22 µM]	27%	u	8%	29	2	-4%	13%

Fetched by compound from the entries so far (two):
entry	molecule	MCF10A rereplic	SW480 rereplic	KB-3-1 tox	HT1080-NT tox	KB-V1 MDR tox	IL1B secr inh	D3 ag	HEK293 tox	HT1080 IDH1KD tx
43	CC(C)=CC(=O)OCC(=O)Nc1cc([N+](=O)[O-])ccc1F	-3%	x	4%	16%	-1%	-8	-2	2%	12%
40	CCc1nnc(NC(=O)CSCc2cc(=O)c3ccc(C)cc3[nH]2)s1	x	x	7%	x	u	x	-2	-15%	x

Next part.
entry	molecule	MCF10A rereplic	SW480 rereplic	KB-3-1 tox	HT1080-NT tox	KB-V1 MDR tox	IL1B secr inh	D3 ag	HEK293 tox	HT1080 IDH1KD tx
49	CCC(=O)Nc1ccc(NC(=O)CSc2nc3cc4c(cc3cc2C)CCC4)cc1	7%	0%	6%	-3%	2%	-15	2	-19%	-10%
50	CCN(CC)S(=O)(=O)c1ccc(C(=O)Nc2cccc(C)c2)cc1	u	-2%	-7%	-15%	-15%	u	-10	-19%	-3%
51	Cc1ccc2[nH]c(=O)c(C3=NN(C(=O)CCC(=O)O)C(c4cccs4)C3)c(-c3ccccc3)c2c1 (configuration not stated)	3%	1%	10%	1%	8%	20	6	9%	8%
52	CCCCCn1c(=O)[nH]c2cc(C(=O)NCc3ccccc3)ccc2c1=O	x	x	11%	x	12%	x	6	0%	x
53	O=c1c2c3c(sc2nc2sc(CN4CCOCC4)cn12)CCCC3	-1%	-4%	-20%	2%	10%	2	4	58%[activator]	-2%
54	COc1cccc(-n2nnc3c(=O)n(Cc4cccc(C)c4)cnc32)c1	-2%	-6%	0%	-8%	-6%	-2	1	-6%	10%
55	C[C@@H]1CN([C@H](C)CO)C(=O)CCCn2cc(nn2)CO[C@H]1CN(C)C(=O)Nc1ccc(-c2cccs2)cc1	x	x	-6%	2%	0%	9	-7	17%	4%
56	COc1ccc(S(=O)(=O)N(CC(=O)Nc2cc(C)ccc2OC)Cc2ccccc2)cc1	x	x	0%	x	-15%	x	1	1%	x

High-throughput results from PubChem.
